Screening results as filed in PubChem BioAssay.
Tn6 DDE FP – disrupts Tn6 cyclic peptide binding to fibrin D-Dimer-E complex; P02675; Fibrin DD(E) TRITC-Tn6 fluorescence polarization displacement; inhibition, % at 8.3 µM; 370,000 compounds, 0.21% hits; AID 720509;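 active means inhibition above a per-campaign cutoff: mean of compounds within control limits plus 3 SD, cut at about 15% in these data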;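 further: 0% = median of all compound wells on the plate and 100% = blocking peptide control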
ADAM10 inh – inhibitors of human ADAM10. O14672. recombinant ADAM10, EDANS/DABCYL FRET peptide cleavage, 3 h. inhibition, % at 7 µM. 370,000 compounds, 0.62% hits. AID 720582;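 active means inhibition above a per-campaign cutoff equal to the mean of compounds falling between control-based bounds plus 3 SD, cut at about 20% in these data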;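 further: 0% = DMSO wells while the 100% control is not disclosed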
TDP2 absorb – TDP2 (human) inhibition, absorbance primary screen. O95551. recombinant TDP2, T5PNP hydrolysis, p-nitrophenol absorbance 415 nm. inhibition, % at 12.8 µM. 370,000 compounds, 0.34% hits. AID 720702;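 active means inhibition above the mean of all tested compounds plus 3 SD, set per campaign, cut at about 25% in these data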;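 further: 0% = DMSO with enzyme and 100% = buffer with substrate but no TDP2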
Target sequence (O95551 whole entry, looked up): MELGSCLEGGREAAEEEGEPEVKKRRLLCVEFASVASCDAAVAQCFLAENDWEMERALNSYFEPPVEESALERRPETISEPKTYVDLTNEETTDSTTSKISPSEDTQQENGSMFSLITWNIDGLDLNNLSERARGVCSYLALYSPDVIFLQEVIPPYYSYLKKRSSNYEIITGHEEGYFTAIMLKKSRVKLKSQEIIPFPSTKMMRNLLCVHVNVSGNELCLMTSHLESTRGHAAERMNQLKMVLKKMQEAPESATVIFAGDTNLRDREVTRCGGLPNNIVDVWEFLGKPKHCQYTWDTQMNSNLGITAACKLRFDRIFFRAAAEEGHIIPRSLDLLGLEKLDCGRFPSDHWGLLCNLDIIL
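Assay system: recombinant human TDP2 / Reagent: T5PNP substrate at 5 mM, a TopII-DNA adduct mimic / Measured by: epi absorbance from released p-nitrophenol / Evaluation: % inhibition relative to enzyme-containing and enzyme-free wells / Control set: enzyme-free and DMSO wells / Replicates: each compound tested once, singlicate / Schedule: enzyme reaction with compound for 2 h at 37 °C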
KLK7 zymogen act – activators of human kallikrein-7 zymogen; purified proKLK7, EDANS-DABCYL substrate fluorescence; 100% is mature enzyme control, 0% vehicle; activation, % at 7 µM; 370,000 compounds, 0.9% hits;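 active means activation above the mean of all tested compounds plus 3 SD, computed per campaign excluding outliers beyond control limits, cut at about 13% in these data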
Target sequence (P49862 whole entry, looked up): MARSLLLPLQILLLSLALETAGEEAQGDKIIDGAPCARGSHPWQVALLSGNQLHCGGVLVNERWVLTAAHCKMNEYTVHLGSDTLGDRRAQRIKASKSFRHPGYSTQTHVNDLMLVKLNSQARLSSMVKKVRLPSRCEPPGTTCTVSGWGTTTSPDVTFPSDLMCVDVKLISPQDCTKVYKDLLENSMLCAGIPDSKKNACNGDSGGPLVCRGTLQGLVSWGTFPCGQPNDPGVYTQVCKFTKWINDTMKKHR
Tn7 DDE FP – inhibitors of Tn7 peptide binding to human fibrin DD(E); P02675; FP displacement of FITC-Tn7 peptide from fibrin DD(E); 0% = median of compound wells per plate; inhibition, % at 8.3 µM; 370,000 compounds, 0.13% hits;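 active means inhibition above the mean of compounds falling within the control limits plus 3 SD of them, cut at about 14% in these data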;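 further: 0% = plate median of compound wells and 100% = 10 µM Aha-Tn7 peptide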
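Assay system: Fibrin-DD(E) protein isolated from polymerized human fibrin clots; read-out basis: percent inhibition; medium: Tris/NaCl/CaCl2 buffer, pH 7.8; signal: FP measurement; incubation: 10 min plus 3 h, room temperature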
ASAP1 GAP inh – inhibitors of human ASAP1 ArfGAP activity | Q9ULH1 | ASAP1-stimulated ARF1 GTP hydrolysis, GDP FP detection | inhibition, % at 16.5 µM | 360,000 compounds, 0.19% hits | AID 624377; in the data active means inhibition above about 25%;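 further: 0% = vehicle with enzyme and substrate and 100% = no enzyme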
Target sequence (Q9ULH1 325-724 limits assumed): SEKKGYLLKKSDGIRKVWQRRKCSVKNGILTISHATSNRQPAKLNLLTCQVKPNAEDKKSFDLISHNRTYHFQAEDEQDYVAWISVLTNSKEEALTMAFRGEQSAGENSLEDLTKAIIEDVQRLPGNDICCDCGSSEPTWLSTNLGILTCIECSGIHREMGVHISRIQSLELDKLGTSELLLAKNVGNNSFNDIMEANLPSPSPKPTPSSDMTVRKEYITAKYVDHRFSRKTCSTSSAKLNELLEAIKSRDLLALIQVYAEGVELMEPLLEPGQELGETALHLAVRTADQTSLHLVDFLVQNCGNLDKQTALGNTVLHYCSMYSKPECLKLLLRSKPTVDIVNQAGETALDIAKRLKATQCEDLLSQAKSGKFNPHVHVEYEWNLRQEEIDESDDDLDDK
PLCg1 inh – inhibitors of human phospholipase C gamma1; P19174; purified PLC-gamma1, fluorogenic substrate, fluorescence; inhibition, % at 12.2 µM; 370,000 compounds, 0.84% hits; AID 720700; in the data active means inhibition above about 9.5%
ARFGAP1 inhibitor – inhibitors of rat ARFGAP1. 360,000 compounds, 0.26% hits. Arfgap1-stimulated ARF1 GTP hydrolysis, GDP FP detection. inhibition, % at 16.5 µM;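 active means inhibition above a per-plate limit, mean inhibition of low control wells plus 3 SD, cut at about 25% in these data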;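 further: 0% = DMSO wells with enzyme and 100% = wells lacking Arfgap1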
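Replicates: Single well per compound | Assay system: Truncated rat Arfgap1 GAP domain | Control set: No-Arfgap1 wells (100%) versus DMSO full-reaction wells (0%) | Times: Enzyme reaction 120 min at 25 °C after 20 min preincubation | Reagent: Human ARF1(Δ1-17)-GTP substrate | Measured by: Tracer-displacement fluorescence polarization with EDTA stop, 620/688 nm | Measure: Percent inhibition of Arfgap1-stimulated GTP hydrolysis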
ADAM17 inh – inhibitors of human ADAM17; recombinant ADAM17, EDANS/DABCYL FRET peptide cleavage; inhibition, % at 6.95 µM; 370,000 compounds, 0.83% hits;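 active means inhibition above the mean of compounds lying between control limits plus 3 SD, set per campaign, cut at about 8.5% in these data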;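 further: 0% = DMSO-only wells as the low control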
LEDGF integ inh – blocks HIV-1 LEDGF/p75-dependent DNA integration. inhibition, % at 3.7 µM. 370,000 compounds, 0.64% hits. AID 743269. TR-FRET IN-LEDGF/p75 DNA integration, Eu/Cy5;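 active means inhibition above the screen-wide mean plus 3 SD, cut at about 13% in these data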;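 further: signal is the Cy5 over europium emission ratio at 671 and 618 nm; 0% = plate median of compound wells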
An asterisk follows results filed as active; . = not tested or not shown.

SMILES	Tn6 DDE FP	ADAM10 inh	TDP2 absorb	KLK7 zymogen act	Tn7 DDE FP	ASAP1 GAP inh	PLCg1 inh	ARFGAP1 inhibitor	ADAM17 inh	LEDGF integ inh
Cc1ccc2nc(SCC(=O)N(C)C3CCS(=O)(=O)C3)[nH]c2c1 (stereo not drawn)	0.6	-12.6	11.0	0.0	1.4	13.3	4.2	2.4	-4.6	-3.3
Cn1c(-n2c(-c3ccco3)nc3ccccc3c2=O)nc2ccccc21	-2.3	-17.2	-11.4	-0.7	-8.8	5.1	-43.6	0.7	-3.3	-1.7
COCCCN1C(=O)c2ccc(C(=O)Nc3ccccc3Cl)cc2C1=O	-0.1	-5.4	-13.7	0.5	-7.2	0.2	5.7	0.5	2.7	3.5
Cc1noc(C)c1NC(=O)N(C)C[C@@H]1OCc2cn(nn2)CCCC(=O)N([C@@H](C)CO)C[C@H]1C	4.3	-11.3	11.6	0.7	2.5	2.9	2.7	-3.0	-1.7	-0.8
CC(OC(=O)c1cc(=O)[nH]c2ccccc12)C(=O)Nc1ccc(Cl)cn1 (stereo not drawn)	0.2	-123.8	-3.3	-8.1	2.1	0.6	-127.6	-1.4	-43.8	2.6
COc1cc(OC)nc(C(NC(=O)C2CCN(Cc3ccc(Oc4ccccc4)cc3)CC2)c2ccccc2C)n1 (stereo not drawn)	7.6	4.1	-5.9	-0.6	6.2	-5.3	-2.7	9.1	1.7	-2.0
NC(=O)Nc1ccc(C(=O)OCC(=O)Nc2cccc(S(=O)(=O)NC3=NCCCCC3)c2)cc1	-0.1	6.4	-12.7	0.2	-11.9	-7.3	3.9	-1.5	3.0	2.4
CCOC(=O)[C@H]1[C@H]2COc3ccc(Br)cc3[C@@H]2N2C(=O)CN(CC3CCCO3)C(=O)[C@@]12C (stereo partly drawn)	-5.0	2.3	7.4	-0.7	5.5	3.3	-2.7	2.7	-1.5	0.1
CCOC(=O)[C@]12CCCC=C1N(Cc1ccc(OC)cc1)C(=O)[C@@H]2CC(=O)NCCCN1CCCC1=O	0.2	-4.4	0.5	0.6	-4.0	.	-1.3	.	-3.2	-3.1
COc1cc2sc(-c3ccccc3OC)c(-c3ccc(OCCN4CCCCC4)cc3)c2cc1OC	-5.1	12.6	-10.6	-1.6	1.5	13.0	0.0	11.5	4.6	-6.0
CCC(CC)C(=O)Nc1cc(=O)n(C)c(=O)n1C	0.6	0.9	0.8	0.8	-4.7	-4.3	3.1	9.2	0.1	4.4
COc1ccc(C(=O)Nc2ccccc2-c2nnn(CC(=O)Nc3ccc4c(c3)OCCO4)n2)cc1	0.5	4.6	-1.9	-0.3	-0.5	-0.6	3.3	9.0	3.1	1.8
Cc1cccc(OCC(=O)Nc2nnc(-c3ccco3)s2)c1	3.1	-17.9	-5.0	-0.1	3.2	-5.2	-9.7	-5.0	-2.7	0.9
CCCCCCOC(=O)C1=C(C)NC(=O)NC1c1ccc(O)cc1 (stereo not drawn)	7.6	1.1	2.5	0.3	-2.5	-0.1	-3.1	1.1	0.4	0.8
Cc1ccc(C)c(S(=O)(=O)N2CCC3(CC2)OCCO3)c1	6.7	-7.6	-4.6	-0.3	4.5	-3.2	2.8	-19.2	-4.8	2.2
N#Cc1ccccc1S(=O)(=O)N1CCN(C(=O)C2CC(=O)N(c3ccc4c(c3)OCCO4)C2)CC1 (stereo not drawn)	-2.5	-14.0	-5.4	0.8	-0.2	-3.0	0.4	-2.8	-1.6	-1.4
COc1cc(C(=O)NCC(=O)N/N=C(C)\C=C\c2ccccc2)cc(OC)c1OC	-1.8	-3.3	5.2	0.1	-0.3	3.7	-1.1	7.7	-1.2	0.9
Cc1ccc(C2=[N+]([O-])C3(CCCCC/C3=N\O)N(O)C2(C)C)o1 (stereo not drawn)	-8.2	12.7	-3.4	0.5	-0.3	5.3	5.3	2.8	1.6	-2.9
C=CCNC(=S)N1CCc2c([nH]c3ccccc23)C1C (stereo not drawn)	1.4	-6.3	-1.6	0.2	-3.1	7.4	-3.6	19.0	-3.9	3.4
Cc1ccc(NC(=O)c2ccc(COc3ccccc3)o2)nc1	3.3	2.2	2.5	0.6	-0.1	4.6	-3.6	-6.1	-0.1	-4.7
COc1ccc(NC(=O)c2sc3nc(N4CCOCC4)c4c(c3c2N)CC(C)(C)OC4)cc1	2.5	-21.8	10.1	-0.1	3.2	-9.2	-33.3	-7.4	-7.0	2.5
O=C(O)CC(Cc1ccc(Cl)cc1)C(=O)NCc1ccccc1 (stereo not drawn)	-0.6	3.0	-8.4	-0.8	-3.8	-1.1	3.0	-6.2	0.8	0.3
Cc1cnc(NC(=O)c2cccs2)s1	0.8	-0.8	-3.2	-0.5	5.8	-12.7	0.6	-6.5	2.2	1.0
N/C(=N\OC(=O)C12CC3CC(CC(C3)C1)C2)c1ccccn1	4.2	-1.0	-2.4	-0.2	9.3	12.4	-1.0	0.0	-5.6	-5.4
Cc1ccc(-n2c(C)nc3ccsc3c2=O)cc1	-7.3	-8.4	-11.5	0.3	1.5	-16.3	4.2	3.8	-5.8	-1.5
COc1ccc(CN2CCN(Cc3ccc(Br)cc3)CC2)c(OC)c1OC	-0.7	-3.9	1.5	0.2	0.3	6.6	3.2	-1.0	-3.5	1.4
CCOc1ncccc1C(=O)Nc1cc(S(=O)(=O)N(CC)CC)ccc1N1CCOCC1	1.6	-2.6	-9.3	-0.7	-1.6	-1.9	-25.7	-8.0	2.8	7.5
O=C(OC1CCOC1=O)c1cccc(S(=O)(=O)Nc2cccc(Cl)c2)c1 (stereo not drawn)	-9.0	14.3	-8.4	-0.6	-6.4	-6.5	4.0	-7.5	4.6	4.8
Cc1cc(C)n(CC(=O)N2CCc3ccccc32)c(=O)c1C#N	3.1	-5.2	-12.5	-0.4	2.2	-12.0	1.7	-7.5	-5.6	2.3
O=C(c1ccccc1)[C@@H]1[C@@H](C(=O)c2ccc(F)cc2)[C@@]2(C(=O)Nc3ccccc32)[C@H]2c3ccccc3C=CN12	4.5	8.8	10.0	-0.4	7.5	15.3	-29.6	3.2	8.1	5.2
CCn1c(SCc2cccnc2)nnc1-c1c[nH]c2ccccc12	-1.4	5.8	-0.4	-0.2	10.6	-15.5	2.2	-12.7	1.7	-0.2
Cc1nc(/N=C(\N)N(C)C)[nH]c(=O)c1C	-1.9	-17.1	3.9	0.8	-3.3	-3.8	-0.7	9.8	-11.0	-0.7
Cc1occc1-c1nnc(SCC(=O)Nc2ccncc2)n1-c1ccccc1	-4.5	-1.6	6.5	0.6	-3.6	.	1.9	.	-1.3	2.6
COc1ccc2cc(CN(CC3CCCO3)C(=O)Nc3ccccc3OC)c(=O)[nH]c2c1 (stereo not drawn)	0.7	-10.0	-5.4	0.1	-2.4	5.0	-2.7	2.9	-2.2	-4.7
Cn1c(CCc2nc3ccccc3[nH]2)nnc1SCC#N	4.0	1.3	1.1	0.0	11.2	-1.7	0.7	6.1	0.1	-1.8
CC(C)NC(=O)NC(=O)COC(=O)c1cc(S(=O)(=O)N2CCCCC2)ccc1N1CCOCC1	-8.8	1.0	9.1	0.7	-6.8	-6.3	2.7	-2.1	0.3	1.4
COc1ccc(C(=O)N2CCN(c3nc4cc(C)cc(C)c4cc3C#N)CC2)cc1	2.3	-219.1	-3.6	-5.8	6.7	-2.4	-77.0	1.4	-57.2	-2.9
COc1ccc(CC(=O)OCC(=O)Nc2cc(Cl)ccc2C)cc1	-5.5	0.5	-5.8	0.6	-1.4	-8.5	-0.9	-7.8	0.9	6.6
NC(=S)N=Nc1c(O)n(Cc2ccc(F)cc2)c2ccccc12	4.8	9.9	-2.6	-0.2	5.8	3.8	4.0	-1.1	-1.3	-7.5
Cc1ccc(O)c(CCc2ccc(O)cc2)n1	1.6	-15.6	4.7	-0.6	6.1	-0.1	-1.8	-2.2	-6.1	-0.4
CCOC(=O)c1ccc(N2CCOCC2)c(NS(=O)(=O)c2ccc(F)cc2)c1	-3.7	0.2	1.5	-0.9	-2.3	-3.8	-1.0	-0.1	-4.4	0.0
CC(=O)n1c2ccccc2c2nc(NC(C)C)sc21	-6.1	2.0	5.0	0.5	-6.6	-2.4	1.7	4.6	-0.7	-0.6
CCCCn1c(N)c(N(CCOC)C(=O)c2ccc3c(c2)C(=O)N(c2ccccc2C)C3=O)c(=O)[nH]c1=O	5.2	-8.2	6.1	0.5	3.0	-1.9	-5.9	-7.5	-0.7	-0.9
O=C(NCCc1ccccc1)c1ccc(=O)[nH]c1	4.3	1.0	6.9	0.2	-3.1	1.9	-5.9	-1.5	-5.1	-1.6
Cc1ccc(SCCNC(=O)c2ccc(C)c(S(=O)(=O)Nc3ccccc3C)c2)cc1	5.5	20.7*	-9.9	-0.7	1.4	15.7	2.2	-2.2	6.2	-4.7

A draw from above in order of count of non-hydrogen atoms, low to high:
SMILES	Tn6 DDE FP	ADAM10 inh	TDP2 absorb	KLK7 zymogen act	Tn7 DDE FP	ASAP1 GAP inh	PLCg1 inh	ARFGAP1 inhibitor	ADAM17 inh	LEDGF integ inh
Cc1ccc(O)c(CCc2ccc(O)cc2)n1	1.6	-15.6	4.7	-0.6	6.1	-0.1	-1.8	-2.2	-6.1	-0.4
O=C(NCCc1ccccc1)c1ccc(=O)[nH]c1	4.3	1.0	6.9	0.2	-3.1	1.9	-5.9	-1.5	-5.1	-1.6
CC(=O)n1c2ccccc2c2nc(NC(C)C)sc21	-6.1	2.0	5.0	0.5	-6.6	-2.4	1.7	4.6	-0.7	-0.6
CCOC(=O)c1ccc(N2CCOCC2)c(NS(=O)(=O)c2ccc(F)cc2)c1	-3.7	0.2	1.5	-0.9	-2.3	-3.8	-1.0	-0.1	-4.4	0.0
COc1ccc(C(=O)N2CCN(c3nc4cc(C)cc(C)c4cc3C#N)CC2)cc1	2.3	-219.1	-3.6	-5.8	6.7	-2.4	-77.0	1.4	-57.2	-2.9
CCCCn1c(N)c(N(CCOC)C(=O)c2ccc3c(c2)C(=O)N(c2ccccc2C)C3=O)c(=O)[nH]c1=O	5.2	-8.2	6.1	0.5	3.0	-1.9	-5.9	-7.5	-0.7	-0.9

The order is random. About 4.2% of those tested had a hit in this group.
